Screening results from PubChem BioAssay.
SW480 rerep: inducers of DNA re-replication in SW480 colon cancer cells; 1.8% of 340,000 active; SW480 DNA re-replication, Hoechst DNA content imaging, 48 h; Potency, µM (doses to about 46.1 µM), for the others: at the top dose re-replication activation, hits mostly activators; also: potency is read from the fitted curve at half-maximal effect; % of control where 0% means no effect; nearly all actives have a fitted effect of over 55% in size
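Hoechst fluorescence of nuclei (405 nm excitation, 500-530 nm emission) measured by plate-scanning imager after 48 hr compound exposure at 37 C; re-replication scored as increased number of nuclei with elevated intensity.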
KB-V1 cytotox: kills drug-selected multidrug resistant KB-V1 cells; Potency, µM (top dose mostly 46.1 µM), for inactives: top-dose activity change, negative = cytotoxicity, hits mostly cytotoxic; 3.4% of 400,000 active; AID 1347076; KB-V1 MDR cells viability, CellTiter-Glo, 72 h; also: potency is read from the fitted curve at half-maximal effect; % is scaled to controls: 0 for no effect and ±100 for the full control effect; nearly all actives have a fitted effect of over 60% in size
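Compound-treated KB-V1 multidrug-resistant cells, 72 h, 37 degrees C; viability by CellTiter-Glo. Fitted qHTS curves give the values.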
IL-1B inflam inh: inhibitors of inflammasome signaling (IL-1 beta secretion); THP-1 LPS/ATP IL-1B secretion, AlphaLISA, 16 h; hits give low values; activity change, % at 57.5 µM; AID 743279; 4.7% of 360,000 active; in the data active = activity change below about -50%; inconclusive = mostly about -30% to -49%; also: % is scaled to controls: 0 for no effect and ±100 for the full control effect
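THP-1 cells pretreated 1 hr with compounds (up to 57.5 uM final), then stimulated with LPS (250 ng/mL final) plus ATP (1.25 mM final); secreted IL-1B measured by AlphaLISA after 16 hr, decreased signal indicating inhibition.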
MCF10A rereplic: inducers of DNA re-replication in MCF 10A breast cells | AID 624296 | Potency, µM (highest dose often 46.1 µM), for inactives: at the highest dose activity, positive = re-replication, actives largely listed as activators | MCF 10A DNA re-replication, Hoechst nuclear intensity, 48 h | 2.9% of 350,000 active; also: potency is read from the fitted curve at half-maximal effect; % of control where 0% means no effect; nearly all actives have a fitted effect of over 50% in size
D3 ag: agonists of human D3 dopamine receptor. 0.58% of 410,000 active. D3R DiscoveRx beta-arrestin cells, luminescence, 90 min. AID 652048. P35462. max activation, %; in the data active = max activation above about 30%; also: 0% is about no effect; mostly tested at two doses, the higher about 12 µM
Target sequence (P35462 whole entry, looked up): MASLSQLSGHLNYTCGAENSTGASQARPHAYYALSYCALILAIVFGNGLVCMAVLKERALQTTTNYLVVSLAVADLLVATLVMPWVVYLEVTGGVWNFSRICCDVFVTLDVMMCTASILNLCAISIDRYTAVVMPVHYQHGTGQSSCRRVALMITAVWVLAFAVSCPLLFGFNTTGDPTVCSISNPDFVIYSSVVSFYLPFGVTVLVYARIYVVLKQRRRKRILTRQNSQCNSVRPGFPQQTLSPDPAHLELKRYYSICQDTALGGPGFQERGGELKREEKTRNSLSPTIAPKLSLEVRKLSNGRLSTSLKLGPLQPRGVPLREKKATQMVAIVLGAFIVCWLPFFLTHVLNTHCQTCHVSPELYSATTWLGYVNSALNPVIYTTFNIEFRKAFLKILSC
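Agonist-mode cell screen: cells plated at 1500/well and incubated overnight at 37 °C, then exposed to library compounds for 90 min at 37 °C. Detection reagent was added for 30–60 min at room temperature, and luminescence was read.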
HT1080 IDH1KD tx: HT-1080 IDH1 knockdown cell toxicity (counter line). HT-1080 IDH1 knockdown viability, ATP luminescence, 48 h. Potency, µM (top dose mostly 46.1 µM), for the others: at the highest dose activity, negative = toxicity, hits mostly cytotoxic. 2% of 360,000 active. AID 686971;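 also: potency is read from the fitted curve at half-maximal effect; 0% = DMSO wells and -100% = cell-free medium wells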
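Luminescent ATP read-out (CellTiter-Glo, 10 min at room temperature) after 48 h compound exposure at 37 °C gave viability of IDH1-knockdown HT-1080 cells. Activity was normalised to DMSO and cell-free wells, then fitted as concentration-response curves.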
HT1080NT lethal: kills 2HG-producing HT-1080-NT fibrosarcoma cells; HT-1080-NT fibrosarcoma viability, CellTiter-Glo ATP luminescence, 48 h; Potency, µM (highest dose often 46.1 µM), inactives show at the highest dose activity, negative = less viability, usual class: cytotoxic; 1.6% of 360,000 active;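 also: NT is the 2HG producing partner of a matched IDH1 knockdown line; potency is read from the fitted curve at half-maximal effect; 0% = DMSO-treated cells and -100% = media-only wells without cells; nearly all actives have a fitted effect of over 55% in size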
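HT-1080-NT; 750 cells/well; 5% FBS RPMI; 48 h compound, 37 degrees C; CellTiter-Glo luminescence; curve fitting and curve-class assignment.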
HEK293 tox: cytotoxicity counter-screen for GLP-1 receptor inverse agonists; HEK293 cAMP-luciferase reporter cells, luminescence, 24 h; AID 624418; 0.13% of 410,000 active; Potency, µM (series often up to 38.3 µM), for the others: at the highest dose activity change, negative = inhibition, usual class: inhibitors;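 also: loss of luciferase light is scored as toxicity; potency is read from the fitted curve at half-maximal effect; % is scaled to controls: 0 for no effect and ±100 for the full control effect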
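Quantitative HTS format, 1536 wells, 200 cells/uL seeded. Compounds: 23 nL, 24 h, 37 °C. Detection: luciferase reagent, luminescence at 12 min RT; decreased signal taken as cytotoxic.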
KB-3-1 tox: kills parental KB-3-1 adenocarcinoma cells | KB-3-1 viability, CellTiter-Glo ATP luminescence, 72 h | AID 1347075 | 1.4% of 400,000 active | Potency, µM (highest dose often 46.1 µM), for inactives: at the top dose activity change, negative = cytotoxic, usual class: cytotoxic; also: potency is read from the fitted curve at half-maximal effect; % is scaled to controls: 0 for no effect and ±100 for the full control effect; nearly all actives have a fitted effect of over 60% in size
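Parental KB-3-1 adenocarcinoma cells in phenol-red-free DMEM with 10% FBS were pin-treated with compounds at several concentrations, incubated 72 h at 37 °C, and viability read by CellTiter-Glo luminescence; concentration-effect curves were fitted after normalization.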
* marks the source's active call; other numbers are inactive results; ? = inconclusive; . = no result given; & = joins results of further samples; [ ] = remark or other dose. Unless noted, calls follow the shape of the dose curve; as a rule, active = well fitted curve in the direction sought with a large enough effect; inconclusive = small, poorly fitted or top-dose-only effect, or another doubt; inactive = no such curve, though single readings can be large; an effect the other way counts as inactive or inconclusive.

smiles | SW480 rerep | KB-V1 cytotox | IL-1B inflam inh | MCF10A rereplic | D3 ag | HT1080 IDH1KD tx | HT1080NT lethal | HEK293 tox | KB-3-1 tox
O=C(NCCN1CCC(n2c(=O)[nH]c3ccccc32)CC1)c1cccc(F)c1 | . | -17.9% | -73.9* | . | -19.2 | -10.3% | 13.2% | -15.8% | ?
COC(=O)c1c(NC(=O)c2c(OC)cccc2OC)sc2c1C(C(=O)OC)CC2 (configuration not stated) | 123.2% | 7.9% | -22.2 | ? | -0.3 | 0.4% | 2.2% | -14.0% | ?
CNc1ccc(-c2cccc(C#N)c2)cn1 | . | 3.1% | -6.2 | . | 10.7 | 0.5% | ? | -3.5% | 0.0%
CCC(C(=O)OCCN(CC)CC)c1ccccc1 (configuration not stated) | -3.6%&-65.1%&0.6% | -0.7% | -16.3 | 0.4%&-12.8%&1.0% | 0.0&-15.7 | -15.2% | -2.8% | -1.1% | 0.0%
COCCNc1nnc(SCC(=O)c2c[nH]c3ccccc23)s1 | -0.3% | 20.4% | 35.8 | -3.2% | 6.9 | -0.3% | 0.4% | 3.4% | 0.0%
O=[N+]([O-])c1ccc(/C=N/Nc2cc(Cl)nc(-c3ccccc3)n2)cc1 | -5.4% | ? | -0.9 | 2.2% | -1.4 | 19.4% | 13.5% | 0.4% | -4.5%
CC(C)CC1NC(=O)c2cccnc2-n2c1nc1cc(F)c(F)cc1c2=O (configuration not stated) | . | -17.6% | -4.9 | . | 3.9 | 6.5% | 11.2% | 2.3% | -3.5%
C=CCN1CCN(C(CC(C)C)c2nnnn2CCOC)CC1 (configuration not stated) | -9.4% | -30.4% | -12.7 | -1.5% | -11.5 | -4.1%[9.24 µM] | 10.7% | 10.2% | -1.9%
CC(=O)Nc1ccc(NC(=O)COc2ccc(-c3ccccc3)cc2)cc1 | -8.1% | -8.8% | -15.4 | -2.3% | 0.6 | -3.9% | -3.6% | 2.5% | -6.3%
Cc1cc(C(=O)COC(=O)c2ccc(N)cc2)c(C)n1-c1c(C)n(C)n(-c2ccccc2)c1=O | -1.7% | 5.8% | 44.4 | 0.9% | 3.8 | 2.5% | 6.2% | -2.6% | 2.3%
COc1ccc(C(=O)NC(=S)NC2CCSC2=O)cc1 (configuration not stated) | -5.4% | 1.9% | -10.8 | 0.4% | 1.4 | 5.7% | 11.1% | -0.7% | -1.4%
CC(=O)N(CC1CCCO1)C1(C(=O)NC2CCCC2)CCCCC1 (configuration not stated) | -1.8% | ? | 17.8 | -5.9% | -4.1 | 3.8% | 2.6% | -3.7% | -1.1%
CCOc1ccc(NC(=O)COC(=O)c2cc(=O)c3ccccc3o2)cc1 | -14.2% | 8.1% | 7.3 | -3.1% | 2.3 | 6.5% | 3.8% | -17.1% | 2.5%
O=C(N/N=C/c1ccccc1Cl)c1nc2ccc([N+](=O)[O-])cc2c(=O)[nH]1 | -155.9%[inhibitor] | 32.4% | -6.1 | -11.8% | 3.6 | 6.9% | 8.1% | 5.0% | -0.4%
CC(C)(C)c1ccc(OCC(=O)N(Cc2cccs2)C2CCS(=O)(=O)C2)cc1 (configuration not stated) | 1.6% | -5.6% | -25.9 | 15.5% | -7.8 | -14.8% | 0.0% | -5.3% | 4.3%
COc1ccccc1N(C)S(=O)(=O)c1ccc(C(=O)N(C)Cc2cccc(OC)c2OC)cc1 | . | -12.3% | -6.3 | . | 2.1 | -1.0% | -2.1% | 1.2% | -18.6%
C/C(NCc1cccnc1)=C(\C#N)C(=O)NCc1ccccc1 | -6.4% | -0.9% | 17.0 | 0.5% | 6.1 | -5.1% | 4.1% | 2.3% | 9.8%
COc1cc(OC)c(C(=O)Nc2cc(S(=O)(=O)N3CCOCC3)ccc2N2CCOCC2)cc1OC | . | -22.8% | ? | . | -4.2 | -0.8% | -0.3% | 0.4% | -7.0%
CC(=O)N(CCc1cccc(C)c1)Cc1cc2ccc(C)cc2[nH]c1=O | ? | -3.3% | ? | ? | 2.2 | 1.3% | -2.5% | -16.0% | 5.2%
CCOC(=O)C(NC(=O)NCc1ccc(F)cc1)(OCC)C(F)(F)F (configuration not stated) | ? | -20.3% | 3.3 | 16.1% | -12.0 | -0.4% | -4.3% | 0.9%[1.53 µM] | 0.0%
CCCCCC(=O)N1C[C@@H](n2cc(C3CC3)nn2)[C@H](O)C[C@@H]1c1ccccc1 | . | 4.5% | -2.7 | . | 5.1 | -2.2% | -3.4% | -3.5% | -7.1%
O=C(COc1ccc([N+](=O)[O-])cc1)NCC(c1cccs1)N1CCOCC1 (configuration not stated) | ? | -17.9% | -24.0 | -26.5% | -1.7 | 1.4% | -0.4% | -16.4% | 7.0%
O=S(=O)(Nc1nc(-c2ccccc2)cs1)c1cccc(C(F)(F)F)c1 | 12.6% | -4.6% | 40.3 | ? | 7.6 | -21.1% | -16.6% | -2.3% | 0.1%
Nc1nonc1-n1nnc(C(=O)N/N=C/c2cccc(Cl)c2)c1-c1ccc2c(c1)OCO2 | ? | ? | -4.8 | 9.2% | 3.2 | -0.5% | -8.0% | -14.6% | 4.0%
COc1ccc(C2/C(=C(/O)c3ccc(F)cc3)C(=O)C(=O)N2c2ccccn2)cc1OC (configuration not stated) | ? | 18.6% | -4.1 | 3.2% | 1.0 | 4.2% | 6.6% | -11.0% | 13.3%
CNS(=O)(=O)c1cccc(C(=O)NCC(c2ccco2)N(C)C)c1 (configuration not stated) | -7.0% | 10.0% | 19.4 | -3.6% | -3.1 | 3.0% | 3.3% | 10.5% | 19.1%
CCCCNC(=O)CN1CCC2(O)CCCCC2C1c1ccccc1OC (configuration not stated) | -5.7%[9.22 µM] | -11.7% | -2.4 | 1.1% | 1.0 | 5.3% | 6.2% | -4.1% | -0.8%
O=C(CCc1nnc(CCCCc2ccccc2)o1)NCc1cccc(F)c1 | 4.9% | 6.2% | 19.6 | -1.4% | 0.2 | -0.7% | 0.9% | -12.1% | 2.5%
Cn1c(CC(=O)NNC(=O)c2ccccc2F)nc2ccccc21 | 9.8% | -2.0% | 12.6 | -2.7% | -2.8 | 0.0% | 0.6% | -4.3% | -12.9%
CC(=O)c1cccc(NC(=O)C2CC(=O)N(C3CCCC3)C2)c1 (configuration not stated) | -4.1% | 28.9% | -1.2 | 0.6% | 4.3 | 14.3% | 5.6% | -0.3% | -9.3%
COc1ccc(CCNC(=O)c2ccc(CS(=O)(=O)Cc3cccc(C)c3)o2)cc1OC | -0.1% | 15.9%&-18.5% | -10.2 | 0.4% | -1.7&8.0 | -10.4% | 2.7% | -5.8%&7.6% | ?
N/C(CN1CCCC1=O)=N\OC(=O)c1ccc(Cl)c(Cl)c1 | 2.3% | -13.3% | -2.3 | -3.5% | -11.5 | -3.5% | -3.2% | -0.4%[1.53 µM] | 3.7%
COc1ccc(-c2cc(C(=O)NCc3ccccc3)no2)cc1OC | -7.7% | -29.5% | -1.7 | -1.2% | -9.1 | -4.6% | -0.1% | 4.2% | -0.4%
CN(CC(=O)Nc1ccc(Cl)c(Cl)c1)C(=O)c1cccc2cccnc12 | -18.8% | -6.2% | -0.7 | -7.3% | 6.2 | -2.7% | -0.2% | 2.1% | -10.3%
O=C(c1ccc(CSc2nc3ccncc3[nH]2)cc1)N1CCN(c2cccc(Cl)c2)CC1 | 20.9% | -11.6% | ? | ? | 3.8 | -29.5% | -13.8% | -25.5% | ?
Cc1cc(C)cc(C(=O)Nn2cnnc2)c1 | -13.9%[9.22 µM] | ? | 15.1 | ? | 0.6 | 7.7% | 1.6% | -10.0% | 6.6%
OC1(c2ccc3c(c2)OCO3)CCN(Cc2ccc(F)cc2)CC1 | 21.8% | -1.7% | -22.6 | 9.3% | -14.5 | 0.8% | -0.2% | -9.7% | 4.3%
Cc1nc2ccccn2c1C(=O)N/N=C/c1ccc2c(c1)OCO2 | ? | 18.4µM* | 12.9 | ? | 1.3 | -23.2% | -12.0% | ? | ?
COCCNC(=O)CC(NS(=O)(=O)c1ccc(C)cc1)c1ccco1 (configuration not stated) | -2.1% | 14.0% | 12.3 | -0.3% | 1.2 | 21.8% | 13.1% | -12.5% | 2.8%
NNC(=O)Cn1c(COc2ccc(Cl)cc2)nc2ccccc21 | ? | -15.1% | 26.9 | ? | 9.3 | 0.4% | 1.4% | 5.5% | 1.5%
O=c1nc2sc3ccccc3n2c(=O)n1-c1ccc(Cl)cc1 | 0.4% | ? | -15.7 | ? | -8.5 | 14.0% | 21.9% | -3.3% | ?
CNC(=S)N(Cc1ccco1)Cc1cc2cc(OC)ccc2[nH]c1=O | -3.5% | ? | 64.6 | -7.5% | 5.8 | -5.5% | -5.9% | -2.2% | -2.3%
BrC(=C\c1ccccc1)/C=N/N1CCN(Cc2ccccc2)CC1 | 2.9% | -25.4% | -20.2 | 5.7% | -17.2 | -15.7% | -4.6% | -8.3% | ?
CC1(c2nc3ccccc3cc2C#N)OCCO1 | . | 7.0% | 18.0 | . | 1.4 | 0.8% | 10.7% | 4.5% | 3.0%
S=C(c1cccs1)N1CCN(c2ccccc2)CC1 | -6.0% | 3.1% | ? | 3.6% | -0.7 | -2.9% | -0.5% | 9.3% | -11.5%
COc1ccc(CCN2C(=O)CSCC2(C)C(=O)Nc2ccc3c(c2)OCCO3)cc1OC (configuration not stated) | . | ? | -8.3 | . | -1.3 | 0.5% | -0.2% | 0.2% | 11.6%
O=C(O)C1C2CCCCC2=C2CCCCC2C1C(=O)c1ccccc1 (configuration not stated) | -6.6% | 27.2% | 14.3 | -3.3% | -2.0 | -10.4% | -9.0% | 0.9% | -2.1%
CCn1ncc([N+](=O)[O-])c1C(=O)Nc1ccc(C)c(C)c1 | -5.3% | -1.3% | -12.5 | 9.3% | 3.0 | 10.2% | 6.6% | -8.9% | 2.7%
Cc1ccc(CNC(=O)CCNS(=O)(=O)c2cccc3nsnc23)cc1 | -7.5% | 0.0%&-15.6% | 7.4 | -0.2% | -3.6&1.0 | 8.7% | 18.1% | -1.3%&4.8% | 7.7%&0.9%
